TEAD-YAP inh: TEAD-YAP interaction inhibition; HEK-TIYL cells, TEAD-Gal4/YAP UAS-luciferase luminescence; inhibition, % at 9.12 µM; actives 1.4% (n = 640,000); AID 1259422; in the data active = inhibition above about 32%;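 note: 0% = median of test compound wells and 100% = reference inhibitor wells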
FBW7 act: activators of human E3 ligase FBW7 | Q969H0 | AlphaScreen FBW7–phospho-cyclin E peptide binding, activator screen | normalized activity (activation), % at 26.1 µM | actives 0.13% (n = 650,000) | AID 1259310; in the data active = normalized activity above about 1.9%;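 note: purified mutant Fbw7 with reduced substrate affinity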
Target sequence (Q969H0 whole entry, looked up): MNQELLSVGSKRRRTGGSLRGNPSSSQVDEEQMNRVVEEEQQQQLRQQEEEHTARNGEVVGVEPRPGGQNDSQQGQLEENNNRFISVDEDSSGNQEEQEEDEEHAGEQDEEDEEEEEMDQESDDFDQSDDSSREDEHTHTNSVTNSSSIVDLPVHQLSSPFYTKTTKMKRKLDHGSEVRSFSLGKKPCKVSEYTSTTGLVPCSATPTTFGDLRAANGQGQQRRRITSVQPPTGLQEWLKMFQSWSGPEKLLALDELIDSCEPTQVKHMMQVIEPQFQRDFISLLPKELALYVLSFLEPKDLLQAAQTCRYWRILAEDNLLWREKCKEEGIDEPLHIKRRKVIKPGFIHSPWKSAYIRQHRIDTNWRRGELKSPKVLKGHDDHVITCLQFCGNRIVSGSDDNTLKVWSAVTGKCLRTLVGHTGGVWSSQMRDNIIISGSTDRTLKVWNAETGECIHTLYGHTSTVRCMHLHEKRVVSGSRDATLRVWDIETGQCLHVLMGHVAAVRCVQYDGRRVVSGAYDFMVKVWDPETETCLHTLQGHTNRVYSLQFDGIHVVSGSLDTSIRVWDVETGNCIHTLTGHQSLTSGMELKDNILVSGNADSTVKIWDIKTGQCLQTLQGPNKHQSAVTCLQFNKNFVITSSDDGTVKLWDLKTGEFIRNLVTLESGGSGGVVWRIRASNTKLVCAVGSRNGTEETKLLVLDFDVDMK
MITF primary: human MITF inhibition, primary screen. O75030. AlphaScreen MITF homodimerization, bead proximity signal. inhibition, % at 2.6 µM. actives 0.91% (n = 650,000). AID 1259374; in the data active = inhibition above about 50%;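 note: 0% = vehicle wells with protein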
GPR151 ag: human GPR151 activation; Q8TDV0; PathHunter beta-arrestin GPR151 cells, luminescence; activation, % at 11.2 µM; actives 1% (n = 650,000); in the data active = activation above about 4.9%;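 note: 0% = median of compound wells and 100% = cells with positive control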
Target sequence (Q8TDV0 whole entry, looked up): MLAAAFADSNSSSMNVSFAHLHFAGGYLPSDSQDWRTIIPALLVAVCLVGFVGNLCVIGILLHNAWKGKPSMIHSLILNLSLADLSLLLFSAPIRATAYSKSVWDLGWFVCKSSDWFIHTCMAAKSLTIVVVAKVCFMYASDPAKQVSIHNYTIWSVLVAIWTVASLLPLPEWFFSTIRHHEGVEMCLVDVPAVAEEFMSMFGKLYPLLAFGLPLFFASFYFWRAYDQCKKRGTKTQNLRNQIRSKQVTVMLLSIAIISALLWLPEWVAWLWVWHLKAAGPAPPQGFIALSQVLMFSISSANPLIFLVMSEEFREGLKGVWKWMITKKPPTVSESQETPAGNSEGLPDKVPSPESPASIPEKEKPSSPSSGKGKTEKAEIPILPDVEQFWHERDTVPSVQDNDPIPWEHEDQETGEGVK
Starred values were filed as active, the others as inactive.

A first look (ten entries):
For CCOc1ccccc1NC(=O)CCc1nc(-c2ccccc2OCC)no1 the results were TEAD-YAP inh -8, FBW7 act -0.2, MITF primary -9 and GPR151 ag -0.9.
For CCc1ccc(N(CC(=O)NC2CC3CCC2C3)S(C)(=O)=O)cc1 (configuration not stated) the results were TEAD-YAP inh -1, FBW7 act 0.0, MITF primary -8 and GPR151 ag -0.2.
CCCn1c(=O)c2[nH]c(-c3ccc(OCC(=O)Nc4ccc(C#N)cc4)cc3)nc2n(CCC)c1=O was read as TEAD-YAP inh 10, FBW7 act 0.1, MITF primary 18 and GPR151 ag -1.6.
O=C(CCCOc1ccccc1)NCCc1nc2ccccc2[nH]1 was read as TEAD-YAP inh 3, FBW7 act 0.0, MITF primary -3 and GPR151 ag 0.3.
Screening COc1ccccc1C(=O)NNC(=O)c1cc2ccccc2cc1O returned TEAD-YAP inh -4, FBW7 act -0.5, MITF primary 12 and GPR151 ag -0.9.
`CCOc1ccc(S(=O)(=O)N(CC(=O)NC(C)C)c2ccc(C)cc2)cc1` gave TEAD-YAP inh -9, FBW7 act 0.3, MITF primary 24 and GPR151 ag 1.6.
For Cc1csc2nc(-c3ccc(NS(=O)(=O)c4cc(F)ccc4F)cc3)cn12 the results were TEAD-YAP inh -8, FBW7 act 0.0, MITF primary 9 and GPR151 ag -0.3.
`CNS(=O)(=O)c1cccc(C(=O)OCC(=O)c2cc(C)n(CC3CCCO3)c2C)c1` (configuration not stated) gave TEAD-YAP inh 57*, FBW7 act -0.1, MITF primary -10 and GPR151 ag 0.5.
`Cc1ccccc1NC(=O)N1CCc2cc(S(=O)(=O)N3CCC(C)CC3)ccc21` gave TEAD-YAP inh -10, FBW7 act 0.0, MITF primary -10 and GPR151 ag 0.0.
NCCCNC(c1ccccc1)(c1ccccc1)c1ccccc1 was read as TEAD-YAP inh -3, FBW7 act 0.1, MITF primary 7 and GPR151 ag 0.1.

Main list, from the first entry:
For CCOc1ccccc1NC(=O)CCc1nc(-c2ccccc2OCC)no1 the results were TEAD-YAP inh -8, FBW7 act -0.2, MITF primary -9 and GPR151 ag -0.9.
For CCc1ccc(N(CC(=O)NC2CC3CCC2C3)S(C)(=O)=O)cc1 (configuration not stated) the results were TEAD-YAP inh -1, FBW7 act 0.0, MITF primary -8 and GPR151 ag -0.2.
CCCn1c(=O)c2[nH]c(-c3ccc(OCC(=O)Nc4ccc(C#N)cc4)cc3)nc2n(CCC)c1=O was read as TEAD-YAP inh 10, FBW7 act 0.1, MITF primary 18 and GPR151 ag -1.6.
O=C(CCCOc1ccccc1)NCCc1nc2ccccc2[nH]1 was read as TEAD-YAP inh 3, FBW7 act 0.0, MITF primary -3 and GPR151 ag 0.3.
Screening COc1ccccc1C(=O)NNC(=O)c1cc2ccccc2cc1O returned TEAD-YAP inh -4, FBW7 act -0.5, MITF primary 12 and GPR151 ag -0.9.
`CCOc1ccc(S(=O)(=O)N(CC(=O)NC(C)C)c2ccc(C)cc2)cc1` gave TEAD-YAP inh -9, FBW7 act 0.3, MITF primary 24 and GPR151 ag 1.6.
For Cc1csc2nc(-c3ccc(NS(=O)(=O)c4cc(F)ccc4F)cc3)cn12 the results were TEAD-YAP inh -8, FBW7 act 0.0, MITF primary 9 and GPR151 ag -0.3.
`CNS(=O)(=O)c1cccc(C(=O)OCC(=O)c2cc(C)n(CC3CCCO3)c2C)c1` (configuration not stated) gave TEAD-YAP inh 57*, FBW7 act -0.1, MITF primary -10 and GPR151 ag 0.5.
`Cc1ccccc1NC(=O)N1CCc2cc(S(=O)(=O)N3CCC(C)CC3)ccc21` gave TEAD-YAP inh -10, FBW7 act 0.0, MITF primary -10 and GPR151 ag 0.0.
NCCCNC(c1ccccc1)(c1ccccc1)c1ccccc1 was read as TEAD-YAP inh -3, FBW7 act 0.1, MITF primary 7 and GPR151 ag 0.1.
CCOc1cc(/C=N/O)cc(I)c1O was read as TEAD-YAP inh 13, FBW7 act 0.5, MITF primary 10 and GPR151 ag -2.5.
Screening CCCc1nnc(SCC(=O)O)n1N returned TEAD-YAP inh -6, FBW7 act 0.0, MITF primary -4 and GPR151 ag 0.0.
`Cc1noc(C)c1-c1cc(NCCO)nc(N)n1` gave TEAD-YAP inh -3, FBW7 act 0.1, MITF primary -4 and GPR151 ag -1.9.
CC(=O)c1cccc(NC(=O)c2c(-c3ccccc3Cl)noc2C)c1 was read as TEAD-YAP inh 11, FBW7 act 0.9, MITF primary 7 and GPR151 ag 0.0.
`CCCNc1nc(Nc2nccc3ccccc23)nc2nc[nH]c12` gave TEAD-YAP inh 24, FBW7 act -0.2, MITF primary 4 and GPR151 ag -1.1.
For C=CCNC(=O)c1c(N)n(C2CCCCC2)c2nc3ccccc3nc12 the results were TEAD-YAP inh -4, FBW7 act 0.3, MITF primary -6 and GPR151 ag -0.6.
Screening O=C(c1cn[nH]c1)N1CCCC(CNC(=O)C2(c3ccc(Cl)cc3)CC2)C1 (configuration not stated) returned TEAD-YAP inh 1, FBW7 act 0.1, MITF primary 9 and GPR151 ag 0.1.
For COc1cc2cc3c(N)c(C(=O)NCC4CCCO4)sc3nc2cc1OC (configuration not stated) the results were TEAD-YAP inh 7, FBW7 act 0.2, MITF primary 16 and GPR151 ag -0.5.
For CCC(CC)C1C(C#N)=C(N)OC2=C1C(=O)CCC2 (configuration not stated) the results were TEAD-YAP inh 9, FBW7 act 0.1, MITF primary 2 and GPR151 ag -0.8.
Screening O=C(CSc1nnc(COc2cccc3cccnc23)o1)c1cccs1 returned TEAD-YAP inh -3, FBW7 act -0.2, MITF primary 1 and GPR151 ag -1.5.
For CC(=O)c1nn(-c2cccc(Cl)c2)cc1C(=O)c1cccs1 the results were TEAD-YAP inh -2, FBW7 act -0.1, MITF primary 9 and GPR151 ag 6.4*.
Cc1ccc(C(=O)Nc2c3c(nn2-c2cccc(C)c2C)CSC3)cc1[N+](=O)[O-] was read as TEAD-YAP inh 4, FBW7 act -0.1, MITF primary 1 and GPR151 ag 2.4.
`CCC(=O)N1c2ccc(S(=O)(=O)CCC(=O)NC3CCCCCC3)cc2CC1C` (configuration not stated) gave TEAD-YAP inh 4, FBW7 act 0.2, MITF primary -4 and GPR151 ag 2.2.
CC(C)CC(=O)Nc1ccc(S(=O)(=O)N2CCCCC2c2cccnc2)cc1 (configuration not stated) was read as TEAD-YAP inh -8, FBW7 act -0.1, MITF primary -4 and GPR151 ag 0.7.
For COc1cccc(CN[C@H]2C[C@H]3C(=O)N[C@@H](CC(C)C)C(=O)N3C2)c1 the results were TEAD-YAP inh -20, FBW7 act -0.2, MITF primary -14 and GPR151 ag 1.3.
COc1ccc(/C(C)=N/NC(=O)C(C)Sc2ccccc2)cc1 (configuration not stated) was read as TEAD-YAP inh 2, FBW7 act 0.4, MITF primary 9 and GPR151 ag -1.0.
CCc1ccc(S(=O)(=O)Nc2cc3c4c(oc3c3ccccc23)CCCC4=O)cc1 was read as TEAD-YAP inh 13, FBW7 act -0.1, MITF primary 9 and GPR151 ag -2.1.
For NNc1ccc(Cc2cccc(Cl)c2)nn1 the results were TEAD-YAP inh 8, FBW7 act -0.1, MITF primary -154 and GPR151 ag -0.5.
For COc1ccc(N2CN=C3SCC(=O)N3C2)cc1 the results were TEAD-YAP inh 11, FBW7 act 0.3, MITF primary 18 and GPR151 ag -0.7.
`O=C(Nc1ccncc1)C1CCN(C(=O)c2cnn(-c3ccccc3)c2-n2cccc2)CC1` gave TEAD-YAP inh -2, FBW7 act 0.0, MITF primary -5 and GPR151 ag 0.4.
`Cc1c(Cl)cccc1NC(=O)C(CC(=O)O)Cc1ccccc1` (configuration not stated) gave TEAD-YAP inh -3, FBW7 act -0.1, MITF primary -8 and GPR151 ag 3.0.
For COc1ccc(-c2nc(-c3cccc(C(F)(F)F)c3)no2)c(OC)c1 the results were TEAD-YAP inh -3, FBW7 act 0.2, MITF primary -4 and GPR151 ag 2.2.
`Clc1cccc(-c2cnn3c(NCc4cccs4)ccnc23)c1` gave TEAD-YAP inh -35, FBW7 act 0.0, MITF primary -10 and GPR151 ag -0.2.
c1ccc(CN2CCC(c3nc(-c4ccncc4)n[nH]3)CC2)cc1 was read as TEAD-YAP inh 13, FBW7 act 0.5, MITF primary 8 and GPR151 ag 0.2.
`O=C(COc1cccc(N2C(=O)C3C4C=CC(C5CC45)C3C2=O)c1)c1ccccc1` (configuration not stated) gave TEAD-YAP inh 4, FBW7 act -0.1, MITF primary 4 and GPR151 ag 0.4.
O=C(NCC1(N2CCOCC2)CCCCC1)c1ccc(CN2CCCC2)[nH]c1=O was read as TEAD-YAP inh -8, FBW7 act 0.3, MITF primary 2 and GPR151 ag -1.3.
`CC1CCN(C(=O)CC#N)CC1` gave TEAD-YAP inh -3, FBW7 act 0.0, MITF primary -5 and GPR151 ag 0.3.
`C/C(=N\NC(=O)OC(C)(C)C)c1ccc2ccccc2c1` gave TEAD-YAP inh -63, FBW7 act 0.1, MITF primary -1 and GPR151 ag 2.0.
For O=C(Cc1ccccc1)N/N=C/c1cc2ccccc2nc1Cl the results were TEAD-YAP inh -1, FBW7 act 0.0, MITF primary 10 and GPR151 ag -0.4.
For CC(=O)c1ccc(NC(=O)CC2Sc3ccccc3NC2=O)cc1 (configuration not stated) the results were TEAD-YAP inh -5, FBW7 act 1.2, MITF primary -10 and GPR151 ag 0.0.
NC(=O)CC1SC(=O)N=C1N (configuration not stated) was read as TEAD-YAP inh 3, FBW7 act -0.1, MITF primary -2 and GPR151 ag -1.0.
Screening O=C(NC1(C(Cl)(Cl)Cl)OCCO1)c1ccccc1 returned TEAD-YAP inh -13, FBW7 act 0.3, MITF primary 12 and GPR151 ag -0.4.
`CCC(C)(C)NC(=O)C1CCCN1C(=O)Nc1ccc(C)cc1` (configuration not stated) gave TEAD-YAP inh -4, FBW7 act -0.1, MITF primary 1 and GPR151 ag 0.3.
Screening COc1ccc(C2(C(=O)N3CCC(Nc4nc(C)cc(=O)[nH]4)CC3)CC2)cc1 returned TEAD-YAP inh 6, FBW7 act 0.1, MITF primary 0 and GPR151 ag 1.8.
`COc1cccc(C2=Nn3c(nnc3-c3ccc(Cl)cc3)SC2)c1` gave TEAD-YAP inh -3, FBW7 act 0.1, MITF primary -8 and GPR151 ag 4.0.
For COc1ccc(OCCOc2cccc(/C=C3\C(=N)N4N=C(C(C)C)SC4=NC3=O)c2)cc1 the results were TEAD-YAP inh -39, FBW7 act -0.1, MITF primary 0 and GPR151 ag 0.4.
For O=C(CN1C2=NCCN2c2ccccc21)c1ccc(Br)cc1 the results were TEAD-YAP inh 0, FBW7 act 0.0, MITF primary -6 and GPR151 ag 0.9.
`O=C(CSc1nnc(NC(=O)c2c(F)cccc2F)s1)Nc1ccccc1F` gave TEAD-YAP inh -17, FBW7 act -0.2, MITF primary -9 and GPR151 ag 0.6.
For CCN(CC)C(=O)C1=C(C)NC(=O)NC1c1ccc(OC)c(Cl)c1 (configuration not stated) the results were TEAD-YAP inh -5, FBW7 act 0.0, MITF primary -23 and GPR151 ag -1.1.
`COCCOC(=O)c1c(NC(=O)CNCc2ccc(F)cc2)sc(C(N)=O)c1C` gave TEAD-YAP inh -9, FBW7 act 0.0, MITF primary -5 and GPR151 ag -0.4.
For O=C(CC1CC2CCC1C2)Nc1ccccc1I (configuration not stated) the results were TEAD-YAP inh -18, FBW7 act 0.6, MITF primary 6 and GPR151 ag 0.1.
Clc1cccc(-c2nnc3cccc(Cl)n23)c1Cl was read as TEAD-YAP inh -1, FBW7 act 0.0, MITF primary 4 and GPR151 ag 1.4.
CC(C)COc1ccc(C(=O)NCCCCCC(=O)O)cc1 was read as TEAD-YAP inh 47*, FBW7 act 0.0, MITF primary -9 and GPR151 ag 0.6.
Screening COC(=O)C1(S(=O)(=O)c2ccc(C)cc2)CCOCC1 returned TEAD-YAP inh -8, FBW7 act 0.0, MITF primary 6 and GPR151 ag -1.4.
For C=CCn1c(SCC)nc2sc3c(c2c1=O)CC(C)(C)OC3 the results were TEAD-YAP inh 1, FBW7 act 0.0, MITF primary -2 and GPR151 ag 0.4.
`O=C(CSc1cccc2cccnc12)NNC(=O)C(c1ccccc1)c1ccccc1` gave TEAD-YAP inh 9, FBW7 act -0.5, MITF primary 4 and GPR151 ag 0.5.
CC(=O)c1ccc(OC(C)C)c(CC(C(N)=O)C(N)=O)c1 was read as TEAD-YAP inh -5, FBW7 act 0.0, MITF primary 0 and GPR151 ag -0.5.
Screening O=C1c2ccccc2C(=O)N1CCC1=CCCCC1 returned TEAD-YAP inh -44, FBW7 act -0.1, MITF primary -10 and GPR151 ag 0.1.
For CN(C)c1ccc(C(=O)C(=O)c2ccccc2)cc1 the results were TEAD-YAP inh -12, FBW7 act -0.1, MITF primary -10 and GPR151 ag -1.6.
Screening Cc1ccc(F)cc1CN1CCC(c2nc(-c3ccnnc3)no2)CC1 returned TEAD-YAP inh 3, FBW7 act 0.0, MITF primary 7 and GPR151 ag -1.3.
CC1CC(C)CN(C(=O)CSCC(=O)Nc2nc(-c3cccs3)cs2)C1 (configuration not stated) was read as TEAD-YAP inh 0, FBW7 act 0.2, MITF primary -6 and GPR151 ag 2.3.
For CCN1CCN(CC(=O)Nc2ccc(C(C)=O)cc2)CC1 the results were TEAD-YAP inh 8, FBW7 act -0.1, MITF primary -2 and GPR151 ag 7.5*.
`CN(Cc1cnn(C)c1)c1nncc(-c2ccc(Cl)cc2)n1` gave TEAD-YAP inh -43, FBW7 act 0.0, MITF primary 10 and GPR151 ag -2.9.
`COc1cc(C2Oc3ccccc3C3CC(c4ccccc4)=NN32)ccc1OC(C)=O` (configuration not stated) gave TEAD-YAP inh -40, FBW7 act -0.2, MITF primary -1 and GPR151 ag -0.4.
`O=C(Nc1cccc(C(F)(F)F)c1)c1ccc(F)c(S(=O)(=O)N2CCc3ccccc32)c1` gave TEAD-YAP inh 4, FBW7 act 0.5, MITF primary 20 and GPR151 ag 1.9.
